Runt-SMMHC FRET – inhibitors of RUNX1 Runt–CBFb-SMMHC binding, primary screen, biochemical, FRET, Cerulean-Runt, Venus-CBFb-SMMHC, uHTS; Runt-related transcription factor 1 (Homo sapiens) + Core-binding factor subunit beta …; Cerulean-Runt/Venus-CBFb-SMMHC FRET ratio 530/480, 1 h; inhibition, % at 20 µM; 220,000 tested, 0.74% active; AID 1434, 2008;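 active = mean inhibition across duplicate retests at 20 µM reaching about 50%, limit read from the data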;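 note: 0% = DMSO wells and 100% = wells with excess untagged CBFb-SMMHC; inhibitors lower the FRET ratio by blocking Runt binding to CBFb-SMMHC; some results filed as inactive read as strong as hits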
KLK5 inh – human KLK5 protease inhibitors, primary screen, biochemical, 1536-well | Kallikrein-5 (Homo sapiens), Q9Y337 | recombinant hK5, fluorogenic AMC substrate cleavage | inhibition, % at 5 µM | 210,000 tested, 0.59% active;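 active = inhibition of 40% or more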;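 note: 0% = enzyme controls without compound and 100% = no-enzyme blanks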
Target sequence (Q9Y337 67-293 limits assumed): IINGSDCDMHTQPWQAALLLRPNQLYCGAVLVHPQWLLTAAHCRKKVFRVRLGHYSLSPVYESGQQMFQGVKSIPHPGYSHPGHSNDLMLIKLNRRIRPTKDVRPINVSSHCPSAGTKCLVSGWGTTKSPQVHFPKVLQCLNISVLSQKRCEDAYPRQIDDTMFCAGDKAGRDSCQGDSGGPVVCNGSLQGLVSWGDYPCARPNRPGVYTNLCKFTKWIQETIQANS
FXIIa inh – human FXIIa protease inhibitors, primary screen, biochemical, 1536-well | Coagulation factor XII (Homo sapiens), P00748 | purified FXIIa, Boc-QGR-AMC fluorogenic substrate, 2 h | inhibition, % at 5 µM | 220,000 tested, 0.3% active; in the data active = inhibition above about 40%;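 note: 0% = enzyme with no compound and 100% = blank without enzyme; many of its hits are not listed in these tables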
thrombin 1536 – human alpha-thrombin inhibitors, primary screen, counter-screen for coagulation protease inhibitor project, biochemical, 1536-well, fluorogenic AMC substrate | 220,000 tested, 0.26% active | Boc-VPR-AMC fluorogenic substrate cleavage | inhibition, % at 5 µM;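 active = inhibition at or above 40%; inactive = inhibition below 40%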;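 note: 0% = enzyme with no compound and 100% = wells without enzyme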
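Material: Human alpha-thrombin protein | Buffer or medium: pH 7.5 Tris-saline with Tween 20 | Reagent: Boc-VPR-AMC substrate, 15 µM final | Schedule: Reaction at ambient temperature | Detection: AMC fluorescence at 355 nm excitation and 460 nm emission | Evaluation: Percent inhibition scaled between no-compound controls and no-enzyme blanks | Controls: no-compound enzyme wells and no-enzyme blanks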
Hck Nef HTS – inhibitors of Nef-activated human Hck kinase, primary screen, biochemical, Z-Lyte FRET, 384-well, Hck-YEEI; Tyrosine-protein kinase HCK (Homo sapiens), P08631; Recombinant Hck-YEEI plus Nef, Z-Lyte FRET kinase assay; inhibition, % at 20 µM; 220,000 tested, 0.68% active; AID 463187, 2010;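 active = Hck-Nef kinase inhibition above about 50%, limit read from the data; inactive = inhibition below that limit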;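 note: 0% = DMSO with Hck plus Nef and 100% = Hck alone without Nef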
Target sequence (P08631 whole entry, looked up): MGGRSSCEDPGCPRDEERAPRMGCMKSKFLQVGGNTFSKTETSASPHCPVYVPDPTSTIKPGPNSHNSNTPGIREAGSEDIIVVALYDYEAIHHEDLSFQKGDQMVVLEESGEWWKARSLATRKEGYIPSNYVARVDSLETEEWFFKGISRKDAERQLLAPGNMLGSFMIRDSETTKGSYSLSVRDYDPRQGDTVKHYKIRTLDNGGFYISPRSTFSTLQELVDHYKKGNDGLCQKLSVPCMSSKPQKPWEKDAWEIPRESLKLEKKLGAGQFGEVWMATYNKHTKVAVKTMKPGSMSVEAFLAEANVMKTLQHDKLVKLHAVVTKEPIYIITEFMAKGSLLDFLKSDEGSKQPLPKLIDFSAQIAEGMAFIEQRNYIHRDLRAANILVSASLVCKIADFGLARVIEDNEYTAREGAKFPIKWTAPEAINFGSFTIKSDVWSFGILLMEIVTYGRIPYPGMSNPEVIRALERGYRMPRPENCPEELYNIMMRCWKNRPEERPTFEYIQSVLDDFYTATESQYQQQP
FXIa inh – human FXIa protease inhibitors, primary screen, biochemical, 1536-well | AID 798, 2007 | Coagulation factor XI (Homo sapiens), P03951 | purified FXIa, Boc-Glu-Ala-Arg-AMC fluorogenic substrate | inhibition, % at 5 µM | 220,000 tested, 0.14% active;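 active = inhibition of at least 40%; inactive = inhibition below 40%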;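 note: fluorescence of freed AMC excited at 355 nm; 0% = enzyme without compound and 100% = no enzyme blank; many of its hits are not listed in these tables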
Wee1 stabilizer – Wee1 degradation inhibitors, primary screen, cell-based, HeLa, Wee1K328M-luciferase, luminescence; reporter increase, % at 5 µM; AID 1321, 2008; Wee1-like protein kinase (Homo sapiens), P30291; HeLa Luc-Wee1K328M stability; 100% = proteasome inhibitor MG132 effect; 220,000 tested, 1.2% active;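 active = activation above the mean of all tested compounds plus 3 SD, set per screening run, cut at about 8.8% in these data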;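 note: cells exposed to compound for 20 h before luminescence read; 0% = DMSO alone and 100% = MG132 at 30 µM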
14-3-3 Bad inh – inhibitors of 14-3-3 zeta/Bad binding, primary screen, biochemical, TR-FRET, bovine 14-3-3 zeta; inhibition, % at 21.7 µM; 220,000 tested, 0.71% active; TR-FRET 14-3-3zeta/Dy647-pBad peptide displacement, 1 h; 14-3-3 protein zeta/delta (Bos taurus), P63103;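 active = inhibition above about 70%, limit read from the data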;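 note: 0% = full 14-3-3 plus peptide FRET controls and 100% = background without 14-3-3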
Target sequence (P63103 whole entry, looked up): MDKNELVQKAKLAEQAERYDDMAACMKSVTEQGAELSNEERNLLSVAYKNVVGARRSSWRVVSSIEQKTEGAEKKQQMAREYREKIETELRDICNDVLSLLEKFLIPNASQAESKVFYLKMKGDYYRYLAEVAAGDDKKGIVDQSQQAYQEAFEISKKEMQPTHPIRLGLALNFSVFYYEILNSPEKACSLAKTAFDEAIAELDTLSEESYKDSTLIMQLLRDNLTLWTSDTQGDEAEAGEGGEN
Runt-CBFb FRET – inhibitors of RUNX1 Runt–CBFb binding, primary screen, biochemical, FRET, Cerulean-Runt, Venus-CBFb, uHTS. Cerulean-Runt/Venus-CBFb FRET ratio 530/480, 1 h. AID 1496, 2009. 220,000 tested, 0.46% active. inhibition, % at 20 µM;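 active = inhibition over about 50% at 20 µM in the single-dose screen, limit read from the data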;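 note: 0% = DMSO wells and 100% = excess unlabeled CBFb competitor control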
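Measured by: fluorescence energy transfer, 422 nm excitation, 530/480 nm emission; test system: Cerulean-tagged RUNX1 Runt domain (FRET donor) fusion protein; buffer or medium: Tris pH 7.5 buffer with BSA; compound: one dose, 20 µM compound, 1% DMSO; times: two 1 h room-temperature incubations shielded from light; benchmarks: unlabeled CBFb 5 µM, positive control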
* marks the source's active call; other numbers are inactive results; x = not tested or not shown; [ ] = remark or other dose.

No.	mol	Runt-SMMHC FRET	KLK5 inh	FXIIa inh	thrombin 1536	Hck Nef HTS	FXIa inh	Wee1 stabilizer	14-3-3 Bad inh	Runt-CBFb FRET
1	Nn1c(SCc2cccc(Cl)c2)nnc1-c1ccncc1	0	-2	0	-3	17	-2	0	3	0
2	O=C(COC(=O)c1cccnc1)Nc1ccc(F)cc1	-1	-19	11	-2	2	4	0	3	-1
3	CC(=O)c1ccc(C(=O)N(CCN(C)C)c2nc3c(Cl)cccc3s2)cc1	-1	4	11	2	-34	-3	3	-2	-2
4	O=C(NC1CCCCC1)C(c1ccc(F)cc1)N(CCc1ccccc1)C(=O)CN1C(=O)c2ccccc2S1(=O)=O (centres undefined)	1	-12	29	4	4	21	-1	6	-2
5	c1ccc(-c2n[nH]nc2-c2ccccc2)cc1	-1	-8	17	-5	-1	3	2	4	2
6	CC(C(=O)O)N1C(=O)/C(=C/C=C/c2ccco2)SC1=S (centres undefined)	4	59*	-5	15	69*	0	-1	x	x
7	O=C(O)c1nn(CCSc2ccccc2F)c(=O)c2ccccc12	-9	4	8	-2	10	5	2	-1	0
8	CCc1ccccc1NC(=O)CSc1n[nH]c(C)c1[N+](=O)[O-]	-4	1	9	-13	-1	-1	7	6	3
9	Cc1ccccc1-n1c(-c2csc3ccccc23)n[nH]c1=S	8	-12	10	-7	4	3	4	-14	7
10	COc1ccc(N2CCC(CNC(=S)Nc3cccc(C)c3)C2)cc1 (centres undefined)	8	-19	10	-5	3	-2	11*	-12	11
11	COc1ccc(C(=O)NCc2c(CC(C)C)oc(C)c2C(=O)O)cc1	-10	2	11	-1	6	1	-1	-4	-1
12	CN=C1C=C/C(=N/N=c2\ccn(O)cc2C)C=C1C	-6	2	12	-1	12	4	1	-13	-6
13	O=C(NCc1ccccn1)c1cc(-c2ccc(Br)cc2)nc2ccccc12	-1	-5	1	-1	-46	20	-3	13	-6
14	Cc1[nH]c(=O)[nH]c(=O)c1S(=O)(=O)N(C)Cc1ccccc1	-4	3	11	-1	0	1	-2	-5	-1
15	CCC(C)Sc1nc2c(c(=O)n1C)SC(C)C2 (centres undefined)	2	-8	15	-1	-5	3	0	0	-1
16	CCNC(=S)N1CCCC(c2nc3ccc(C)cc3[nH]2)C1 (centres undefined)	-3	-2	5	-8	21	-5	-2	-9	1
17	CC#CC[N+](C)(C)CCCCCCCCCC	-4	-2	2	-12	20	0	0	6	0
18	CN(C(=O)CC1C(=O)NCCN1Cc1ccc(F)c(F)c1)C1CCOCC1 (centres undefined)	-1	-6	4	-9	22	-4	-4	-5	0
19	CN=C(c1ccc(C)cc1)n1c(=S)nc(-c2ccc(C)cc2)n(C)c1=S	16	0	5	-8	19	1	0	-15	34
20	O=C(O)c1cccc(-n2cccc2/C=C2\SC(=O)N(Cc3ccccc3F)C2=O)c1	2	-25	15	4	7	7	-3	11	-7
21	CC(=O)Nc1cccc(NC(=O)CSc2nn3c(=O)c(C)nnc3s2)c1	1	-14	9	-6	30	1	x	-5	2
22	CC(C)C(=O)NS(=O)(=O)c1ccc(NS(C)(=O)=O)cc1	-2	-1	-1	-7	11	-2	-3	-2	0
23	S=C(NCc1ccc2c(c1)OCO2)NCc1ccco1	-4	-20	-2	1	-9	-6	2	41	8
24	COC(=O)c1c(NS(C)(=O)=O)sc2c1CCCC2	3	3	7	-9	6	1	-1	2	2
25	N/C(Cn1cncn1)=N\NC(=O)C(=O)Nc1cccc(C(F)(F)F)c1	-1	-5	9	-5	-1	-6	1	-4	4
26	O=C1C(=Cc2cccn2-c2ccc(O)cc2)C(=O)c2ccccc21	-32	5	-11	0	14	-1	2	84*[fluorescence artefact?]	-12
27	Cc1cc2ncn(CCC(=O)NC(C)(C)C)c2cc1C	x	-4	0	5	21	-6	1	-19	x
28	CC1CCC(NC(=O)c2ccc(S(C)(=O)=O)cc2)CC1 (centres undefined)	2	-3	0	-1	2	3	4	9[fluorescence artefact?]	1
29	COc1cc(/C=C(/C#N)c2nc3ccccc3[nH]2)ccc1OC(=O)c1ccco1	10	-76	7	-14	4	-2	2	-11[fluorescence artefact?]	5
30	O=C(NC1CCCCC1)N1CCCC1	6	-4	15	1	4	7	-4	5	2
31	CCN(CC)c1ccc(NC(=O)CC2Oc3ccccc3NC2=O)c(C)c1 (centres undefined)	12	-4	24	7	1	2	1	8	11
32	CCCCC(=O)O[C@]1(C(=O)CO)CC[C@H]2[C@@H]3CCC4=CC(=O)CC[C@]4(C)[C@H]3[C@@H](O)C[C@@]21C	4	-6	15	3	-2	6	4	0	-3
33	O=C1CC(c2ccccc2F)c2cc3c(cc2N1)CCC3 (centres undefined)	1	-8	23	3	-1	3	3	3	-2
34	CCN1C(=O)C(CC(=O)Nc2ccc(OC)cc2)N(CCc2ccccc2F)C1=S (centres undefined)	0	-2	2	-8	17	2	-4	1	-1
35	CCOc1cc(C)c(Cl)cc1S(=O)(=O)NC1CC(C)(C)NC(C)(C)C1	1	-23	4	-7	0	-5	0	-10[fluorescence artefact?]	0
36	COc1ccc(OCCNc2c([N+](=O)[O-])c(=O)oc3ccccc23)cc1	-1	-5	x	-6	-6	-2	-1	-12	1
37	O=C1CCC(=O)N1CN(Cc1ccco1)CN1C(=O)CCC1=O	-7	-6	9	-3	1	-3	3	-2	-1
38	Cn1c(=O)c2c(O)cc(=O)[nH]c2n(-c2ccccc2)c1=O	-1	-1	13	3	-1	4	2	3[fluorescence artefact?]	1
39	O=C(CCc1nnc(Cc2ccc(-c3ccccc3)cc2)o1)NCCc1ccccn1	0	-2	7	-9	16	-8	-3	12	0
40	O=C(NC(NCC1CCCO1)C(Cl)(Cl)Cl)c1cccc2ccccc12 (centres undefined)	2	-16	21	-9	0	4	-1	-3	0
41	Cc1ccc(S(=O)(=O)N2CCN(C(=O)N(c3ccccc3)c3ccccc3)CC2)cc1	0	-14	14	-1	1	3	7	-3	1
42	O=C1NC(SCCCF)=N/C1=C/c1ccc(-n2cncn2)cc1	13	-2	4	-2	-10	-1	-1	-2	5
43	Cc1ccsc1C1C(C#N)=C(N)OC2=C1C(=O)CC(C)(C)C2 (centres undefined)	1	7	23	5	17	11	1	-1	4
44	O=C(CN1C(=O)c2ccccc2S1(=O)=O)Nc1ccccc1	1	-9	-5	3	1	-8	2	3	0
45	COc1ccccc1-n1c(=S)[nH]c2c(sc(=S)n2-c2ccc(C)cc2C)c1=O	14	5	9	2	-12	-1	-1	-7	17
46	C=CCc1cc(/C=C2/NC(=S)NC2=O)cc(OC)c1O	-117	2	12	-2	11	-1	0	-2[fluorescence artefact?]	-32
47	CC(C)c1ccc(CNC(=O)C(=O)NCC2CCCO2)cc1 (centres undefined)	9	2	6	-3	18	-1	0	-14	-1
48	NC(=O)c1ccc(NC(=O)CSc2nnc(-c3ccncc3)n2Cc2ccco2)cc1	-2	1	13	3	18	3	-1	2	6
49	Cc1ccc(NC(=O)c2ccc(NCCCN3CCC(C)CC3)c([N+](=O)[O-])c2)cc1F	-8	-4	6	1	10	4	-2	-1	-8
50	Oc1cccc2ccc(Nc3ccccn3)nc12	-5	-16	4	-5	0	2	3	-4	10
51	CCN(CC)c1nc(C)nc2c1sc(=S)n2C	-2	x	14	10	-1	6	0	1	1
52	CCC(=O)N(CCN1CCOCC1)Cc1cc2cc3c(cc2nc1Cl)OCO3	0	-12	7	-1	37	-7	1	-10	0
53	CN(C)c1cc[n+](CCC(=O)Nc2cccc([N+](=O)[O-])c2N)cc1	-1	-6	-1	-4	-3	-2	3	-15	-3
54	CCCCNC(=S)N(C)/N=C/c1ccc(OCC(=O)Nc2c(C)cc(C)cc2C)c(OC)c1	-6	-25	9	-7	3	7	7	-5	-8
55	COc1ccc(-c2noc(-c3ccc4c(c3)OCO4)n2)cc1	0	6	12	3	0	6	1	12[fluorescence artefact?]	-1
56	CCC(=O)N1CCN(c2ccccc2NC(=O)COc2ccccc2Cl)CC1	-2	-8	12	-5	0	4	5	-6[fluorescence artefact?]	0
57	Cc1cc(-c2n[nH]c(=S)n2/N=C/c2ccccc2[N+](=O)[O-])n[nH]1	12	-5	8	-2	4	5	-2	0	12
58	Cn1nc(C(F)(F)F)c(C(=O)Nc2ccc(F)cc2F)c1Sc1ccc(Cl)cc1	4	-7	10	4	0	5	-2	-6	0
59	NS(=O)(=O)c1cccc(NC(=O)COC(=O)C2CCCCC2)c1	0	-9	2	-5	13	-7	1	-9	1
60	Cc1ccc(NC2=C(Cl)C(=O)OC2OC(C)C)c(C)c1 (centres undefined)	0	0	13	-9	-2	3	-1	4	-2

(further entries)
No.	mol	Runt-SMMHC FRET	KLK5 inh	FXIIa inh	thrombin 1536	Hck Nef HTS	FXIa inh	Wee1 stabilizer	14-3-3 Bad inh	Runt-CBFb FRET
61	Cc1ccc(C(=O)NC(=S)Nc2ccc3[nH]c(=O)[nH]c3c2)c(C)c1	1	13	2	-7	21	-2	0	-6	1
62	OCC1(Cc2ccccc2)CCN(Cc2cc3ccccc3o2)CC1	0	x	11	-2	0	3	-1	-13	0
63	CCC(=O)NC(NC(=S)Nc1cccc2cccnc12)C(Cl)(Cl)Cl (centres undefined)	-1	3	10	1	5	-3	9.8*	-8	13
64	Cc1ccc(C)c(C2C(C#N)=C(N)Oc3cc(C)oc(=O)c32)c1 (centres undefined)	1	-4	14	3	-1	3	0	3	4
65	O=C1Nc2ccc(Br)cc2C12NNc1ccccc1O2 (centres undefined)	-56	1	9	0	9	3	5	-9	-21
66	COC(=O)[C@@H]1C[C@@]2(O)[C@@H](O)[C@@H](O)[C@@H](O)C[C@H]2N1Cc1ccc(C(F)(F)F)cc1	-5	2	4	0	23	1	x	3	0
67	CC(C)[N+](C)(CCOC(=O)C1c2ccccc2Oc2ccccc21)C(C)C	0	-11	13	0	1	3	1	-3	-2
68	O=C(CCCCCNc1nc(=S)[nH]c2ccccc12)NCCC1=CCCCC1	2	-3	9	5	27	-3	1	-12	0
69	O=C(C1=C[C@H](c2csc3ccccc23)C[C@H](OCCCCO)O1)N1CCOCC1	-1	4	11	0	6	2	0	-1	-1
